KCNK9 inh = inhibitors of human KCNK9 two-pore domain potassium channel; Q9NPC2; HEK293 KCNK9, FluxOR thallium flux fluorescence; hits give low values; B-score at 10 µM; 1.2% of 310,000 active;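 active = ratio B-score over 3 SD below the library mean, with starting fluorescence within 5 SD of its mean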;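 note: negative B-score means less thallium flux so channel inhibition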
MrgX1 PAM = allosterically activates human MrgX1 receptor signaling. 0.63% of 310,000 active. Q96LB2. B-score at 10 µM. AID 588675. MrgX1-HEK293, Fluo-4 calcium flux, FDSS; hits give high values;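 active = plate-corrected calcium response at least 3 library SD above typical, normal starting fluorescence, not activating the receptor alone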;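 note: compound read alongside a low EC10 to EC30 dose of BAM8-22 agonist; peak minus trough fluorescence over baseline measured at the second addition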
RGS4 act = RGS4 potentiation or activation; HEK293 M3R/inducible RGS4, carbachol calcium flux Fluo4; hits give low values; B-score at 10 µM; 0.92% of 310,000 active;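 active = B-score of the integrated calcium signal more than 4 SD below the library mean, with starting fluorescence not abnormally high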;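 note: negative B-score means reduced calcium response which marks RGS4 activation or potentiation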
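test system = HEK293 cells with stable M3R and inducible RGS4 | schedule = recording 10 s baseline at 1 Hz, 100 s post-agonist | technique = Fluo4-AM (2 µM) calcium-flux fluorescence, kinetic read | measure = Agonist-evoked peak-minus-minimum fluorescence over baseline, integrated ratio, B score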
hERG rescue = shields human hERG channel from block by proarrhythmic agents | CHO-hERG, FluxOR thallium flux, dofetilide IC70 present | AID 1511 | 0.51% of 310,000 active | activation (rescue from dofetilide block), less the hit threshold, % at 10 µM | Q12809;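 active = activation above the mean of controls blocked by dofetilide plus 5 SD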;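 note: thallium influx through hERG after potassium depolarization seen as dye fluorescence rise; in these data hits start at about 4.7%; inactives centre near -7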
KCNK3 block = human KCNK3 channel inhibition, primary screen; O14649; CHO-KCNK3 thallium flux, FluxOR fluorescence; hits give low values; B-score at 10 µM; 0.84% of 340,000 active; AID 602410;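 active = B-score under library mean minus 4 SD, starting fluorescence ratio at most library mean plus 5 SD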;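 note: more negative B-score means stronger inhibition of thallium flux through KCNK3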
KCNQ1 inh = human KCNQ1 channel inhibition; P51787; CHO-K1 KCNQ1, FluxOR thallium flux fluorescence; hits give high values; B-score at 10 µM; 1.3% of 310,000 active; AID 2642;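 active = compounds whose thallium flux B-score, printed positive for inhibition, exceeds three library SD while starting fluorescence stays within three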;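 note: channel opened by potassium depolarization with thallium stimulus after 20 min compound exposure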
MrgX1 ag = human MrgX1 receptor agonism, primary screen; 0.44% of 310,000 active; MrgX1-HEK293 cells, Fluo-4 calcium fluorescence, agonist mode; hits give high values; B-score at 10 µM; Q96LB2;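 active = calcium response B-score plate-corrected fluorescence ratio at least 3 library SD, with starting fluorescence B-score inside 5 SD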
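Test system: Stable human MrgX1 HEK293 cell line | Schedule: Overnight plating before 1 h dye loading | Read-out basis: Baseline-normalised fluorescence change ratio, B-scored | Detection: Kinetic calcium dye fluorescence, Fluo-4 NW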
KCNQ1 act = potentiates or activates the human KCNQ1 potassium channel; CHO-K1 KCNQ1, thallium flux FluxOR fluorescence; hits give high values; 0.35% of 310,000 active; AID 2648; B-score at 10 µM; P51787;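 active = fluorescence ratio B-score, a plate-corrected score, at least three library SD, with initial intensity B-score within 5 SD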
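Assay system: stable KCNQ1 CHO-K1 line; medium: assay buffer, equal DMSO in all wells; timing: 90 min dye loading and 20 min compound exposure, both at room temperature; technique: kinetic FluxOR thallium fluorescence, 10-s 1-Hz baseline, 110-s post-stimulus read; read-out basis: B score of baseline-normalized fluorescence ratio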
RGS4 block = human RGS4 inhibition | P49798 | HEK293 M3R/RGS4 inducible, Fluo-4 calcium flux; hits give high values; triggered by carbachol at its EC20 | B-score at 10 µM | 0.45% of 310,000 active;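 active = B-score, a plate-corrected calcium signal, over three deviations above library mean, with baseline fluorescence within five deviations of library mean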;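 note: RGS4 expression induced by doxycycline in cells with stable M3 receptor; B-score is computed from the integrated fluorescence ratio over baseline after carbachol; higher B-score means a larger calcium signal and so more RGS4 inhibition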
TMEM16A inh = blocks the mouse calcium-activated chloride channel TMEM16A. Q8BHY3. HEK293 TMEM16A/YFP iodide influx fluorescence, ionomycin. normalized B-score (activity score, 25-100; higher = stronger inhibition) at 10 µM. 1.2% of 310,000 active. AID 588511;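 active = ratio plate-corrected score three or more library SD toward inhibition, starting fluorescence score within five deviations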;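 note: score derived from kinetic fluorescence span divided by baseline fluorescence per well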
Target sequence (Q8BHY3 whole entry, looked up): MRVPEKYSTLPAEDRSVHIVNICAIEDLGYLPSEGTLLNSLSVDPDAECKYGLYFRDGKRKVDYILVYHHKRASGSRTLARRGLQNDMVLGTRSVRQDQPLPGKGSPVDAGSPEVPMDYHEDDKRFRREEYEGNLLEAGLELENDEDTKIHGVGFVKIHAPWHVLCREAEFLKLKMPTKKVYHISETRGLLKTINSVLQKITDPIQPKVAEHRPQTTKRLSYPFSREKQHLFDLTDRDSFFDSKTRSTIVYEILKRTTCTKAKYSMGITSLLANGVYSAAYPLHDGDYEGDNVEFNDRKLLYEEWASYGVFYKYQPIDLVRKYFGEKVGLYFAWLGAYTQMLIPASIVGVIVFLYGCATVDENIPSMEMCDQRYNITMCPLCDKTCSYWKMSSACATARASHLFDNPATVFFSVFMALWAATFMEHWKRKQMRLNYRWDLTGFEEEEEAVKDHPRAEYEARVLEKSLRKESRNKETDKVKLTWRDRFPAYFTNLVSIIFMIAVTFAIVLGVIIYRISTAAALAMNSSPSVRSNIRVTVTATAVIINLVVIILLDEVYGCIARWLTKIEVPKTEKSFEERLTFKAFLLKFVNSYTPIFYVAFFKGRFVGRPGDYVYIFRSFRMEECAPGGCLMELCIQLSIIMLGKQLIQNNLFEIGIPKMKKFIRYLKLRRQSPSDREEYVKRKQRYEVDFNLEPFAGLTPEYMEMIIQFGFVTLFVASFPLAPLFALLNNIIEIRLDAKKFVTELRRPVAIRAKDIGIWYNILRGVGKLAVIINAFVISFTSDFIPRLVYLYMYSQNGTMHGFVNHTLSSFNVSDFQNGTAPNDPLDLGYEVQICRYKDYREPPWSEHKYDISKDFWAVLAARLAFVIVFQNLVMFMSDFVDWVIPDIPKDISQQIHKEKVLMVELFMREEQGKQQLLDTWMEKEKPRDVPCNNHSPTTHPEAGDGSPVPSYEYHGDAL
ANO1 activ = activates or potentiates the mouse TMEM16A chloride channel | B-score at 10 µM | HEK293 TMEM16A/YFP-H148Q/I152L, iodide quench fluorescence; hits give low values | 0.3% of 340,000 active;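 active = fluorescence-ratio B-score plate-corrected deviation score at least 3 library SD below zero, with starting fluorescence score within 5 deviations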;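 note: channel opened by trigger with iodide after compound preincubation; score built on the fluorescence ratio of max minus min over baseline; more negative score means more quench and so TMEM16A activation or potentiation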
Numbers without * were called inactive; i = inactive; . = no result given; & = joins results of further samples; ! = not active in a repeat. The order is random; overall some 6.3% were active at least once.

SMILES | KCNK9 inh | MrgX1 PAM | RGS4 act | hERG rescue | KCNK3 block | KCNQ1 inh | MrgX1 ag | KCNQ1 act | RGS4 block | TMEM16A inh | ANO1 activ
Cc1ccccc1Nc1scc(-c2ccc(Br)cc2)[n+]1-c1ccccc1C | i | i | i | -14.6 | i | i | i | i | i | i | i
COC(=O)C(=Nc1ccccc1)/C(C(=O)C(=O)N(C)c1ccccc1)=C(\O)c1ccc(Cl)cc1 | i | i | i | -8.5 | i | i | i | i | i | i | i
COc1ccc(NC(=O)CSCC(=O)Nc2nnc(C3CC3)s2)cc1 | i | i | i | -16.8 | i | i | i | i | i | i | i
Cc1ccc(N=Nc2c(O)n(CN3CCOCC3)c3ccccc23)cc1 | i | i | i | -14.3 | i | i | i | i | i | i | i
CCCN(CC(=O)Nc1ccccc1C)C(=O)c1ccc2ccccc2n1 | i | i | i | -11.0 | i | i | i | i | i | i | i
CN1CC2(Cc3c1ccc1ccccc31)C(=O)OC(C)(C)OC2=O | i | i | i | -4.4 | i | i | i | i | i | i | i
CC(=O)c1ccc(Oc2ccc(C(=O)c3ccc(C)c(C)c3)cc2[N+](=O)[O-])cc1 | i | i | i | -6.4 | i | i | i | i | i | i | i
O=C(Nc1ccccc1)N1CCCC1c1cccs1 (centres undefined) | i | i | i | -3.5 | i | i | i | i | i | i | i
O=C(CSC1=NCCS1)N1CCCCCC1 | i | i | i | -1.2 | i | i | i | i | i | i | i
CCOC(=O)C1(CCOc2ccccc2)CCN(Cc2cc(OC)cc(OC)c2)CC1 | i | i | i | -19.4 | i | i | i | i | i | i | i
Cc1ccc(CN2CCN(/N=C/C=C/c3ccccc3[N+](=O)[O-])CC2)cc1 | i | i | i | -10.0 | i | i | i | i | i | i | i
Cc1cc(NCc2ccccc2)nc(-c2ccccc2O)n1 | i | i | i | -7.5 | -10.5* | i | i | i | i | i | i
COc1ccc(/C=N/Nc2nc(-c3cccc(S(=O)(=O)N4CCCC4)c3)cs2)cc1OC | i | i | i | -6.3 | i | i | i | i | i | i | i
CS(=O)c1ccccc1COC(=O)Nc1cccc(Cl)c1 (centres undefined) | i | i | i | -2.5 | i | i | i | i | i | i | i
COc1ccccc1NC(=O)C(C)N(C)CCOc1ccccc1 (centres undefined) | i | i | i | -4.9 | i | i | i | i | i | i | i
O=c1oc2cc(O[C@@H]3OC[C@@H](O)[C@H](O)[C@H]3O)ccc2c2ccccc12 | i | i | i | -5.3 | i | i | i | i | i | i | i
O=C(CCc1ccccc1)NC(c1cccs1)c1cc(Cl)c2cccnc2c1O (centres undefined) | i | . | i | -16.3 | i | i | . | i | i | . | i
COc1ccccc1Nc1nnc(Cc2ccccc2)c(=O)[nH]1 | i | i | i | -8.2 | i | i | i | i | i | i | i
CC(=O)Nc1ccc(S(=O)(=O)NCC(=O)OCC(=O)NC(=O)c2cccn2C)cc1 | i | i | i | -6.6 | i | i | i | i | i | i | i
CCOC(=O)CCCNC(=O)CN1C(=O)NC2(CCCCCC2)C1=O | i | i | i | -10.1 | i | i | i | i | i | i | i
O=C(NCc1ccccn1)C1CCCN(S(=O)(=O)c2ccccc2)C1 (centres undefined) | i | i | i | 0.2 | i | i | i | i | i | i | i
CS(=O)(=O)Nc1ccc(C(=O)Nc2ccccc2C(=O)NCc2ccco2)cc1 | i | i | i | -5.9 | i | i | i | i | i | i | i
C[C@H](NC(=O)c1ccc2c(c1)OCO2)c1nnc2ccccn12 | i | i | i | -5.6 | i | i | i | i | i | i | i
CC1(C)CC(=O)C(C2=NC3(CCCCCC3)Cc3ccccc32)=C(O)C1 | i | i | i | -8.1 | i | i | i | i | i | i | i
O=C(NC1CC1)c1ccc(N2CCCCC2)c([N+](=O)[O-])c1 | i | i | i | -10.5 | i | i | i | i | i | i | i
Additional records
SMILES | KCNK9 inh | MrgX1 PAM | RGS4 act | hERG rescue | KCNK3 block | KCNQ1 inh | MrgX1 ag | KCNQ1 act | RGS4 block | TMEM16A inh | ANO1 activ
COc1ccc(CNC(=O)C(C)NCc2ccccc2Cl)cc1 (centres undefined) | i | i | i | -4.0 | i | i | i | i | i | i | i
CC(=O)c1cccc(NC(=O)N2C3CCC2CC(NC(=O)C2CC2)C3)c1 (centres undefined) | i | i | i | -17.8 | i | i | i | i | i | i | i
C=CCn1c(SCC(=O)Nc2ccccc2F)nc2ccccc2c1=O | i | i | i | -4.1 | i | i | i | i | i | i | i
Cc1ccccc1C(=O)Nc1nnc(SCC(=O)NC2CC2)s1 | i | i | i | -3.1 | i | i | i | i | i | i | i
COC(=O)c1ccccc1C(=O)N1CCOCCOCCOCC1 | i | i | i | -3.8 | i | i | i | i | i | i | i
Cc1ccc(Sc2ncccc2C(=O)NCC(c2ccc(F)cc2)N2CCOCC2)cc1C (centres undefined) | i | i | i | -14.7 | i | i | i | i | i | i | i
COc1ccc(C)cc1NC(=O)NCCC1=CCCCC1 | i | i | i | -13.9 | i | i | i | i | i | 100* | i
C/C(=N/N1CCN(c2ccccc2)CC1)c1cccc([N+](=O)[O-])c1 | i | i | i | -14.4 | i | i | i | i | i | i | i
COc1cc(C2C3CN(C)CC=C3C(C#N)=C(N)C2(C#N)C#N)ccc1OC(C)C (centres undefined) | i | i | i | -11.9 | i | i | i | i | i | i | i
CCCCN(CCCC)CCNC(=O)CNC(=O)c1cccs1 | i | i | i | -9.3 | i | i | i | i | i | 100* | i
NC(=O)Nc1ccc(C(=O)OCC(=O)N(Cc2ccccc2)C2CCS(=O)(=O)C2)cc1 (centres undefined) | i | i | i | -9.8 | i | i | i | i | i | i | i
O=C(CSc1n[nH]c(=O)[nH]c1=O)Nc1ccccc1C(=O)c1ccccc1 | i | i | i | -12.1 | i | i | i | i | i | i | i
CC1=C(C#N)C(c2ccc3ncccc3c2)C(C#N)=C(C)N1 | i | i | i | -6.1 | i | i | i | i | i | i | i
Cc1cc(C)c(NC(=O)CSc2nc3ncc(Cl)cc3[nH]2)c(C)c1 | i | i | i | -5.3 | i | i | i | i | i | i | i
COc1ccc(/C=C2\SC(=S)N(NC(=O)c3csc4c3CCCC4)C2=O)cc1 | i | i | i | 1.0 | i | i | i | i | i | i | i
CCCOc1ccc(C(=O)N(Cc2cccs2)C2CCS(=O)(=O)C2)cc1 (centres undefined) | i | i | i | -10.3 | i | i | i | i | i | i | i
S=c1[nH]nc(-c2cccs2)n1/N=C/c1cn(-c2ccccc2)nc1-c1ccccc1 | i | i | i | -3.7 | i | i | i | i | i | i | i
COc1ccc(-c2nc(C(=O)O)cs2)cc1OC | i | i | i | -7.0 | i | i | i | i | i | i | i
O=C(c1ccc(Cl)cc1)N1CCCCC(Cl)C1=O (centres undefined) | i | i | i | -0.7 | i | i | i | i | i | i | i
Cc1nn(S(=O)(=O)c2ccc(C(C)C)cc2)c(C)c1S(=O)(=O)N1CCOCC1 | i | i | i | -5.3 | i | i | i | i | i | i | i
O=C(O)C(C(=O)O)=C1C2CC3CC(C2)CC1C3 | i | i | i | -5.0 | i | i | i | i | i | i | i
Cc1cc(C)nc(/N=C2\NC(=O)CC3C(=O)NCCN23)n1 (centres undefined) | i | i | i | -5.4 | i | i | i | i | i | i | i
Cc1ccc(C(=O)SC2=NCCS2)cc1 | i | i | i | -5.1 | i | i | i | i | i | i | i
CC(=O)c1ccc(-n2c(CCC(=O)O)ccc2-c2ccc(Cl)cc2)cc1 | i | i | i | -2.2 | i | i | i | i | i | i | i
Cc1ccccc1C(=O)NC(=S)Nc1ccc2[nH]c(=O)[nH]c2c1 | i | i | i | -8.2 | i | i | i | i | i | i | i
Later entries.
SMILES | KCNK9 inh | MrgX1 PAM | RGS4 act | hERG rescue | KCNK3 block | KCNQ1 inh | MrgX1 ag | KCNQ1 act | RGS4 block | TMEM16A inh | ANO1 activ
CSc1ccccc1OCc1cc(C(=O)N(C)CCn2nc(C)cc2C)no1 | i | i | i | -10.0 | i | i | i | i | i | i | i
COc1ccc(-c2cc(C(F)(F)F)nc(SCC(=O)Nc3ccc4c(c3)OCO4)n2)cc1OC | i | i | i | -7.1 | i | i | i | i | i | i | i
CCCCN(CC)S(=O)(=O)c1ccc2c(c1)n(C)c(=O)c(=O)n2C | i | i | i | -7.9 | i | i | i | i | i | i | i
C1CCc2nnc(-c3nnc4n3CCCCC4)n2CC1 | i | i | i | -4.4 | i | i | i | i | i | i | i
CCOC(=O)C1=C(N)n2c(s/c(=C\c3cccs3)c2=O)=C(C(=O)OCC)C1c1cccs1 (centres undefined) | i | i | i | -6.1 | i | i | i | i | i | i | i
CCCCCn1c(N2CCCC2)nc2c1c(=O)n(C)c(=O)n2C | i | i | i | -16.0 | i | i | i | i | i | i | i
CC(=O)C1=C(O)C(=O)N(c2ccc(Br)cn2)C1c1ccc(Br)cc1 (centres undefined) | i | i | i | -7.5 | i | i | i | i | i | i | i
O=C(NCCCN1CCOCC1)c1cc2c([nH]c3ccccc32)c(-c2cccc(Br)c2)n1 | i | i | i | -30.4 | i | 8* | i | i | i | i | i
Cc1ccc(-n2c(O)c(/C=N/n3cnnc3)c3ccccc3c2=O)cc1 | i | 9.35*! | i | -1.4&-15.5 | i | i | i | i | i | i | i
CC(C)Nc1nnc(Sc2ccc(Cl)cc2[N+](=O)[O-])s1 | i | i | i | -8.0 | i | i | i | i | i | i | i
CC(=O)Nc1ccc(SCc2csc(C)n2)cc1 | i | i | i | -8.4 | i | i | i | i | i | i | i
COc1ccc2cc(C(=O)C3CCCN(C(=O)CCc4ccccn4)C3)ccc2c1 (centres undefined) | i | i | i | -20.7 | i | i | i | i | i | i | i
Cc1c(C#N)c(N)nc2c3c(sc12)NC(=O)CC3c1ccc(F)cc1 (centres undefined) | i | i | i | -3.5 | i | i | i | i | i | i | i
O=[N+]([O-])c1ccc(N2CCN(C(=S)Nc3ccccc3)CC2)cc1 | i | 7.46* | i | -16.7 | i | i | i | i | i | i | i

A few values from the results shown.
hERG rescue with CSc1ccccc1OCc1cc(C(=O)N(C)CCn2nc(C)cc2C)no1 is entered as -10.0
hERG rescue with Cc1c(C#N)c(N)nc2c3c(sc12)NC(=O)CC3c1ccc(F)cc1 (centres undefined) is entered as -3.5

Screening data deposited in PubChem by Johns Hopkins Ion Channel Center.
